NPY-Y2 PAM-ag = human NPY-Y2 potentiation or agonism, primary screen; cells expressing NPY-Y2, potentiator/agonist read-out; hit rate 0.45% among 220,000; activation, % at 3.6 µM; in the data active = activation above about 27%;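 note: cells stimulated with NPY near EC25 plus isoproterenol at EC100; 0% = vehicle plus submaximal agonist and 100% = vehicle plus saturating agonist; some results beyond the cut were filed as inactive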
Target sequence (P49146 whole entry, looked up): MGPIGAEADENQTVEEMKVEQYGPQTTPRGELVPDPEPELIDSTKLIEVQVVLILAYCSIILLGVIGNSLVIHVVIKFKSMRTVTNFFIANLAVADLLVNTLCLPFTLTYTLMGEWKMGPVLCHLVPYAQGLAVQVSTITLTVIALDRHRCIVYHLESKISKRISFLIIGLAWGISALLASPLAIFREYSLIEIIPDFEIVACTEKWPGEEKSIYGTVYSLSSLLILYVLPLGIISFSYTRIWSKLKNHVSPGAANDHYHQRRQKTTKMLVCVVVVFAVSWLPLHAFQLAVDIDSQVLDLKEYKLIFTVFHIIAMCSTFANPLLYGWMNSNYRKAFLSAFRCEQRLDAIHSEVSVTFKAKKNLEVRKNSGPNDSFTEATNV
NPY Y1 blocker = antagonists of human neuropeptide Y receptor Y1 | P25929 | HEK293-CNG Y1 cells, membrane potential fluorescence; NPY at EC95, then isoproterenol | inhibition, % at 3.6 µM | hit rate 1% among 200,000 | AID 1040;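 active = inhibition above the campaign mean inhibition of all tested compounds plus 3 SD, cut at about 20% in these data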;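 note: 0% = DMSO wells given NPY plus isoproterenol and 100% = isoproterenol alone without NPY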
Target sequence (P25929 whole entry, looked up): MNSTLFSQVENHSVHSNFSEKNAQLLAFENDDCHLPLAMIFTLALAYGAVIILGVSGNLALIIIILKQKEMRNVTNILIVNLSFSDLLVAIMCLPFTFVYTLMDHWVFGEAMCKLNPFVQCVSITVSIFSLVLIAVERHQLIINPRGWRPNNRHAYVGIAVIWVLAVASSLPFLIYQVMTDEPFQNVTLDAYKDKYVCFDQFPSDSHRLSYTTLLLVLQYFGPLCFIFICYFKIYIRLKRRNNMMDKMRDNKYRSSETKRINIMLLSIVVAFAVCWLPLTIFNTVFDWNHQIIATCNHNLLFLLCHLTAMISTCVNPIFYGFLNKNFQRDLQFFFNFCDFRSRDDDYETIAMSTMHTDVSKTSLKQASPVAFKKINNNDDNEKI
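Material: HEK293 cells co-expressing NPY Y1 receptor and cyclic-nucleotide gated channel. Timing: compound incubation 1 h at room temperature, readout 45 min post-stimulation. Signal: fluorescence, membrane potential probe.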
Runt-CBFb FRET = Runt domain-CBFb interaction inhibition; Q01196+Q13951; inhibition, % at 20 µM; Cerulean-Runt/Venus-CBFb FRET ratio 530/480, 1 h; hit rate 0.46% among 220,000;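 active = inhibition over about 50% at 20 µM in the single-dose screen, limit read from the data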;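 note: 0% = DMSO wells and 100% = excess unlabeled CBFb competitor control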
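Buffer or medium: Tris pH 7.5 buffer with BSA. Assay system: Cerulean-labeled Runt domain protein. Amount: each fluorescent fusion protein 100 nM. Read-out basis: loss of energy transfer signal. Incubation: 1 h compound exposure, room temperature. Probe or stimulus: Venus-CBFb binding partner, 100 nM. Detection: FRET, excitation 422 nm, emission at 530 and 480 nm.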
RBBP9 inhibitor = inhibitors of human serine hydrolase RBBP9 | O75884 | recombinant RBBP9, FP-Rh probe fluorescence polarization | inhibition, % at 7.94 µM | hit rate 0.2% among 220,000 | AID 1515;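 active = inhibition above the campaign mean of all tested compounds plus 3 SD, cut at about 14% in these data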;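 note: plate controls were DMSO wells with RBBP9 for no effect and wells lacking RBBP9 protein for full effect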
Target sequence (O75884 whole entry, looked up): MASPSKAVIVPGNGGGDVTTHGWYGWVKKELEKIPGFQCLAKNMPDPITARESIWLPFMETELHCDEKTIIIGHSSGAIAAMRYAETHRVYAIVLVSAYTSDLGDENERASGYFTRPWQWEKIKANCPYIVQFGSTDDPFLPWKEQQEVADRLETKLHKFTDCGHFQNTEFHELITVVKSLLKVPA
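System: RBBP9 protein / Quantity: 2.5 µM RBBP9 dispensing solution, before mixing / Also added: Serine-hydrolase probe FP-Rh, 375 nM pre-mixing / Dosing: 7.94 µM single dose, 0.794% DMSO / Timing: enzyme-compound preincubation 30 min, then probe labeling 45 min, 25 °C / Signal: FP readout at 525/598 nm / Controls: DMSO-treated enzyme wells and wells lacking RBBP9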
Hck-Nef inh = inhibitors of human Hck kinase activated by Nef | Recombinant Hck-YEEI plus Nef, Z-Lyte FRET kinase assay | inhibition, % at 20 µM | hit rate 0.68% among 220,000 | AID 463187;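 active = Hck-Nef kinase inhibition above about 50%, limit read from the data; inactive = inhibition below that limit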;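 note: 0% = DMSO with Hck plus Nef and 100% = Hck alone without Nef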
p97 inhibitor = blocks human p97 ATPase activity. P55072. recombinant p97 ATPase, Kinase-Glo ATP luminescence, 3 h. inhibition, % at 8 µM. hit rate 0.42% among 220,000. AID 1481; in the data active = inhibition above about 15%;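 note: 0% = DMSO vehicle and 100% = wells lacking enzyme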
Runt-SMMHC FRET = inhibitors of human RUNX1 Runt domain binding to CBFb-SMMHC; Cerulean-Runt/Venus-CBFb-SMMHC FRET ratio 530/480, 1 h; Q01196+Q13951; inhibition, % at 20 µM; hit rate 0.74% among 220,000;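 active = mean inhibition across duplicate retests at 20 µM reaching about 50%, limit read from the data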;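 note: 0% = DMSO wells and 100% = wells with excess untagged CBFb-SMMHC; inhibitors lower the FRET ratio by blocking Runt binding to CBFb-SMMHC; some results filed as inactive read as strong as hits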
MDM2 E3 inh = Mdm2 E3 ligase (human) inhibition | Q00987 | cell-based MDM2 ubiquitination luciferase reporter, 2 h; 0 = plate control, 100 = twice control, blank-subtracted | signal enhancement, % at 5 µM | hit rate 0.11% among 210,000 | AID 1230;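 active = signal enhancement of 30% or more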;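 note: luminescence tracks abundance of the self-degrading MDM2-luciferase fusion protein; higher signal means inhibition of MDM2 E3 ligase activity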
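Assay system: stable mammalian line carrying autodegrading MDM2–luciferase fusion reporter; Input: 2000 cells in each well; Compound dosing: single-point 5 µM; Schedule: 2 h compound exposure at 37 °C; Signal: SteadyLite luciferase luminescence after 15 min room-temperature reagent incubation; Evaluation: % luminescence enhancement versus blank-corrected plate control mean; Benchmarks: plate controls and plate blanks.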
NPY-Y1 PAM-ag = potentiators or agonists of human neuropeptide Y receptor Y1 | hit rate 0.37% among 220,000 | NPY-Y1 expressing cells, potentiator/agonist activation | activation, % at 3.6 µM; in the data active = activation above about 33%, passing the limit was not always enough;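 note: cells stimulated with NPY at EC10 then isoproterenol at EC100; 0% = low agonist plus stimulus and 100% = saturating agonist plus stimulus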
* = called active by the depositor.

For N#Cc1ccc(OCC(=O)Nc2ccccc2NS(=O)(=O)c2cccs2)cc1 the results were NPY-Y2 PAM-ag 2, NPY Y1 blocker 2, Runt-CBFb FRET -2, RBBP9 inhibitor -12, Hck-Nef inh 2, p97 inhibitor 1, Runt-SMMHC FRET 2, MDM2 E3 inh -1 and NPY-Y1 PAM-ag 1.
Screening COc1cc(-c2nnc(CSc3nc4ccccc4s3)o2)cc(OC)c1OC returned NPY-Y2 PAM-ag -20, NPY Y1 blocker 14, Runt-CBFb FRET -7, RBBP9 inhibitor -5, Hck-Nef inh -1, p97 inhibitor -7, Runt-SMMHC FRET -1, MDM2 E3 inh -11 and NPY-Y1 PAM-ag -29.
CCn1c(SCC(=O)c2[nH]c(C)c(C(C)=O)c2C)nnc1-c1ccccc1 was read as NPY-Y2 PAM-ag -10, NPY Y1 blocker -5, Runt-CBFb FRET -2, RBBP9 inhibitor -4, Hck-Nef inh -1, p97 inhibitor -7, Runt-SMMHC FRET -1, MDM2 E3 inh -6 and NPY-Y1 PAM-ag 42.
Screening O=C1C=CN(Cc2ccccc2)CC1 returned Runt-CBFb FRET 0, Hck-Nef inh 30, Runt-SMMHC FRET 3 and MDM2 E3 inh 16.
O=C(Nc1ccccc1F)Nc1ccccc1N1CCCCC1 was read as NPY-Y2 PAM-ag -4, Runt-CBFb FRET -2, RBBP9 inhibitor 5, Hck-Nef inh 0, p97 inhibitor 5, Runt-SMMHC FRET 1, MDM2 E3 inh -13 and NPY-Y1 PAM-ag -7.
`COc1ccccc1/C=N/NC(=O)CCSc1ccccc1` gave NPY-Y2 PAM-ag -6, NPY Y1 blocker 6, Runt-CBFb FRET -1, RBBP9 inhibitor -6, Hck-Nef inh 2, p97 inhibitor -8, Runt-SMMHC FRET 4, MDM2 E3 inh -1 and NPY-Y1 PAM-ag -44.
CC(=O)CC(C)=NCCN=C(C)CC(C)=O was read as NPY-Y2 PAM-ag -2, NPY Y1 blocker 2, Runt-CBFb FRET -1, RBBP9 inhibitor 6, Hck-Nef inh 4, p97 inhibitor 4, Runt-SMMHC FRET 0, MDM2 E3 inh -1 and NPY-Y1 PAM-ag 2.
Screening CCOC(=O)N1CCN(C(=O)COc2cccc3c2CCN(Cc2cccc(C)c2)C3=O)CC1 returned NPY-Y2 PAM-ag -7, NPY Y1 blocker 4, Runt-CBFb FRET -4, RBBP9 inhibitor -7, Hck-Nef inh 2, p97 inhibitor 4, Runt-SMMHC FRET -3, MDM2 E3 inh -13 and NPY-Y1 PAM-ag -4.
For Cc1ccsc1C(=O)Nc1cc(C(C)(C)C)nn1-c1ccccc1 the results were NPY-Y2 PAM-ag -8, NPY Y1 blocker 1, Runt-CBFb FRET 0, RBBP9 inhibitor 3, Hck-Nef inh 1, p97 inhibitor 0, Runt-SMMHC FRET -1 and NPY-Y1 PAM-ag -6.
For COc1ccc(/C(N)=N/OC(=O)Cc2ccccc2)cc1 the results were NPY-Y2 PAM-ag -3, NPY Y1 blocker 9, Runt-CBFb FRET 0, RBBP9 inhibitor -3, Hck-Nef inh 6, p97 inhibitor 2, Runt-SMMHC FRET -5, MDM2 E3 inh 10 and NPY-Y1 PAM-ag 15.
`COc1cccc(C2/C(=C(/O)c3ccccc3)C(=O)C(=O)N2CCCC(=O)O)c1` (configuration not stated) gave NPY-Y2 PAM-ag -3, NPY Y1 blocker 1, Runt-CBFb FRET -1, RBBP9 inhibitor -5, Hck-Nef inh -1, p97 inhibitor 3, Runt-SMMHC FRET -3, MDM2 E3 inh -19 and NPY-Y1 PAM-ag -4.
Screening Cn1c(=O)c2c(nc(Br)n2CCSc2nc3ccccc3o2)n(C)c1=O returned NPY-Y2 PAM-ag -2, NPY Y1 blocker 3, RBBP9 inhibitor -10, Hck-Nef inh 1, p97 inhibitor 0, Runt-SMMHC FRET 3, MDM2 E3 inh -13 and NPY-Y1 PAM-ag 9.
For COc1ccc(NC(C)(C)c2nnnn2-c2c(C)cccc2C)cc1 the results were NPY-Y2 PAM-ag 8, Runt-CBFb FRET -2, RBBP9 inhibitor 4, Hck-Nef inh 9, p97 inhibitor -2, Runt-SMMHC FRET 0, MDM2 E3 inh -3 and NPY-Y1 PAM-ag 6.
Screening CCOCCCNC(=S)N1CCC(C(=O)c2ccc3c(c2)OCCO3)CC1 returned NPY-Y2 PAM-ag -4, NPY Y1 blocker -3, Runt-CBFb FRET 0, RBBP9 inhibitor 4, Hck-Nef inh -1, p97 inhibitor 1, Runt-SMMHC FRET -4, MDM2 E3 inh -9 and NPY-Y1 PAM-ag -14.
Screening CC(=O)Nc1ccc(NC(=O)CN(c2ccc(C34CC5CC(CC(C5)C3)C4)cc2)S(C)(=O)=O)cc1 returned NPY-Y2 PAM-ag -8, NPY Y1 blocker -4, Runt-CBFb FRET -1, RBBP9 inhibitor -7, Hck-Nef inh 5, p97 inhibitor -1, Runt-SMMHC FRET -4, MDM2 E3 inh 1 and NPY-Y1 PAM-ag 3.
CCn1nnnc1NCc1cccc(Cl)c1 was read as NPY-Y2 PAM-ag 1, NPY Y1 blocker 0, Runt-CBFb FRET -1, RBBP9 inhibitor 4, Hck-Nef inh -6, p97 inhibitor 5, Runt-SMMHC FRET 4, MDM2 E3 inh -14 and NPY-Y1 PAM-ag 9.
`O=C(CCn1c2c(c3ccccc31)CCCC2)NNC(=O)c1ccc(Cl)c([N+](=O)[O-])c1` gave NPY-Y2 PAM-ag 14, NPY Y1 blocker -6, Runt-CBFb FRET -1, RBBP9 inhibitor 1, Hck-Nef inh 1, p97 inhibitor 9, Runt-SMMHC FRET -4, MDM2 E3 inh -10 and NPY-Y1 PAM-ag 8.
OC1NC(=S)N(c2ccccc2)C1O (configuration not stated) was read as NPY-Y2 PAM-ag 1, Runt-CBFb FRET 3, RBBP9 inhibitor 3, Hck-Nef inh 5, p97 inhibitor 6, Runt-SMMHC FRET -2, MDM2 E3 inh 26 and NPY-Y1 PAM-ag 6.
`Cc1cc(N/N=C/c2ccc3c(c2)OCO3)nc2ccccc12` gave NPY-Y2 PAM-ag -33, Runt-CBFb FRET 1, RBBP9 inhibitor -3, Hck-Nef inh 27, p97 inhibitor -1, Runt-SMMHC FRET -2, MDM2 E3 inh -6 and NPY-Y1 PAM-ag -18.
COc1cc(-c2noc(CCCC(=O)NC3CCCCC3)n2)cc(OC)c1OC was read as NPY-Y2 PAM-ag -18, NPY Y1 blocker 2, Runt-CBFb FRET -1, RBBP9 inhibitor -12, Hck-Nef inh 0, p97 inhibitor 0, Runt-SMMHC FRET 0, MDM2 E3 inh -4 and NPY-Y1 PAM-ag -16.
For O=C(c1csc(Nc2cccc3ccccc23)n1)N1CCCC1 the results were NPY-Y2 PAM-ag -13, Runt-CBFb FRET 32, RBBP9 inhibitor 11, Hck-Nef inh 15, p97 inhibitor 2, Runt-SMMHC FRET -4 and NPY-Y1 PAM-ag 13.
Screening O=C(CC1C(=O)NCCN1C(=O)Nc1ccccc1)Nc1cccc(C(F)(F)F)c1 (configuration not stated) returned NPY-Y2 PAM-ag 22, NPY Y1 blocker -4, Runt-CBFb FRET 0, RBBP9 inhibitor -2, Hck-Nef inh 15, p97 inhibitor -1, Runt-SMMHC FRET 1, MDM2 E3 inh -12 and NPY-Y1 PAM-ag 25.
`Cn1c(=O)c2cc(S(=O)(=O)NCCC(=O)Nc3ccc(F)cc3F)ccc2n(C)c1=O` gave NPY-Y2 PAM-ag 0, NPY Y1 blocker 1, Runt-CBFb FRET 2, RBBP9 inhibitor 2, Hck-Nef inh 22, p97 inhibitor 2, Runt-SMMHC FRET -3, MDM2 E3 inh -21 and NPY-Y1 PAM-ag -6.
O=C(c1cc([N+](=O)[O-])cc([N+](=O)[O-])c1)N1CCN(C(=O)c2ccco2)CC1 was read as NPY-Y2 PAM-ag -4, Runt-CBFb FRET -4, RBBP9 inhibitor -9, Hck-Nef inh 22, p97 inhibitor 5, Runt-SMMHC FRET 2, MDM2 E3 inh -9 and NPY-Y1 PAM-ag 10.
`Cc1cc[n+](-c2nc3ccccc3nc2C(=C=[N-])C#N)cc1` gave NPY-Y2 PAM-ag 3, NPY Y1 blocker 4, Runt-CBFb FRET 2, RBBP9 inhibitor -4, Hck-Nef inh -2, p97 inhibitor 5, Runt-SMMHC FRET 9, MDM2 E3 inh -34 and NPY-Y1 PAM-ag 1.
CCCS(=O)(=O)N1CCN(C(=O)COc2ccc(-c3ccccc3)cc2)CC1 was read as NPY-Y2 PAM-ag -7, NPY Y1 blocker 2, Runt-CBFb FRET 2, RBBP9 inhibitor -3, Hck-Nef inh -10, p97 inhibitor -6, Runt-SMMHC FRET 1, MDM2 E3 inh 2 and NPY-Y1 PAM-ag 2.
COc1ccc(C(=O)Nc2ccc(C3CC3(Cl)Cl)cc2)cc1 (configuration not stated) was read as NPY-Y2 PAM-ag 0, NPY Y1 blocker 1, Runt-CBFb FRET -1, RBBP9 inhibitor -8, Hck-Nef inh 12, p97 inhibitor 1, Runt-SMMHC FRET -1, MDM2 E3 inh -2 and NPY-Y1 PAM-ag 0.
`CCCOC(=O)c1ccc(NC(=O)c2cc(OC)c(OC)c(OC)c2Br)cc1` gave NPY-Y2 PAM-ag -2, NPY Y1 blocker 5, Runt-CBFb FRET 0, RBBP9 inhibitor -4, Hck-Nef inh 2, p97 inhibitor -1, Runt-SMMHC FRET -1, MDM2 E3 inh -6 and NPY-Y1 PAM-ag 11.
`CCSc1nnc(NC(=O)CSc2nc3c(cc2C#N)CCCC3)s1` gave NPY-Y2 PAM-ag -7, NPY Y1 blocker -1, Runt-CBFb FRET 10, RBBP9 inhibitor -6, Hck-Nef inh 0, p97 inhibitor -7, Runt-SMMHC FRET 24, MDM2 E3 inh -21 and NPY-Y1 PAM-ag -6.
For COc1ccc(-c2nn3c(C4CCCCC4)nnc3s2)cc1OC the results were NPY-Y2 PAM-ag -11, NPY Y1 blocker 19, Runt-CBFb FRET 7, RBBP9 inhibitor -1, Hck-Nef inh 1, p97 inhibitor 0, Runt-SMMHC FRET 0, MDM2 E3 inh -8 and NPY-Y1 PAM-ag -14.
